High-throughput results from PubChem BioAssay.
NPSR antag = antagonists of human neuropeptide S receptor cAMP signaling | CHO-NPSR cells, cAMP TR-FRET, antagonist mode | Potency, µM (highest dose often 38.3 µM), inactives show at the highest dose activity change, negative = inhibition, most hits filed as inhibitors | 1% of 220,000 active; note: potency is the fitted concentration of half-maximal effect; % is set by controls: 0 for no effect and ±100 for the full control effect; nearly all actives have a fitted effect of over 50% in size; many of its hits are not listed in these tables
Target sequence (Q6W5P4 whole entry, looked up): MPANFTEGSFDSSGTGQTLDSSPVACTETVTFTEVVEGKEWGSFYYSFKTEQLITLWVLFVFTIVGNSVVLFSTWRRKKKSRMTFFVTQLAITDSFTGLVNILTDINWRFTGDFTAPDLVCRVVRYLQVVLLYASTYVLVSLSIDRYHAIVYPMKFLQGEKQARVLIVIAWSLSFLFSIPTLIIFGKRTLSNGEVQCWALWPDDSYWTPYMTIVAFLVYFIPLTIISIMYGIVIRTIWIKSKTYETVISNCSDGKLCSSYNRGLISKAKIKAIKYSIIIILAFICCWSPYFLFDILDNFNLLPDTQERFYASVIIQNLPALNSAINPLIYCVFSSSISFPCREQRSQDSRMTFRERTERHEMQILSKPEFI
HttQ103 aggreg = mutant huntingtin aggregation inhibition | Potency, µM (highest dose often 46.1 µM), for inactives: at the top dose activity change, negative = inhibition, actives largely listed as inhibitors | 1.1% of 220,000 active | AID 1688 | PC12 HttQ103-GFP aggregates, Acumen cytometry, 40 h; note: potency is the fitted concentration of half-maximal effect; % is set by controls: 0 for no effect and ±100 for the full control effect; nearly all actives have a fitted effect of over 60% in size
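Inducible Q103 Huntingtin exon 1–GFP PC12 line, 1500 cells/well in phenol red free DMEM with 5% equine and 5% calf serum. Tebufenozide 100 nM induced expression; compounds titrated; aggregates quantified by cytometry.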
CBFb RUNX1 block = inhibitors of human CBF-beta and RUNX1 interaction | 230,000 tested, under 10 active | AlphaScreen CBFb-His/RUNX1-biotin binding, biochemical | Potency, µM (highest dose often 59.8 µM), for the others: at the highest dose activity, negative = inhibition, hits mostly inhibitors | Q01196+Q13951; note: % of control where 0% means no effect
Target sequence (Q01196 whole entry, looked up): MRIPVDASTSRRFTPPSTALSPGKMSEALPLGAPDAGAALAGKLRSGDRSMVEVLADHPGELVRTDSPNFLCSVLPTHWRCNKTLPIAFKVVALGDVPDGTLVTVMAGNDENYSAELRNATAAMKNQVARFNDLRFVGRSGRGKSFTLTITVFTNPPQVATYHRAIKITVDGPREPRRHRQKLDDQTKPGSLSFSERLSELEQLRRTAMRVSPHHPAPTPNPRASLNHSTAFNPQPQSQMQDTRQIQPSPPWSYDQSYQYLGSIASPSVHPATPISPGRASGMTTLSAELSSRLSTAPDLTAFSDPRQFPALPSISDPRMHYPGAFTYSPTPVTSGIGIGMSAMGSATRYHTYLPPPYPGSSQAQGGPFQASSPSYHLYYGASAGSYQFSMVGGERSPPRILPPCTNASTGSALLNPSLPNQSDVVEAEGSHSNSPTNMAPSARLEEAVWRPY
Target sequence (Q13951 whole entry, looked up): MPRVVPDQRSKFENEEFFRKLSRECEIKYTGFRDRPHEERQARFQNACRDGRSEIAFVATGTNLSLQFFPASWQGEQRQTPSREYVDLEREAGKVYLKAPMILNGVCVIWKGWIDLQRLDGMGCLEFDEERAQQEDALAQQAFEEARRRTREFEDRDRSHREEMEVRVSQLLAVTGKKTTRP
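Proteins preincubated together for 20 min at RT before compound addition; 15 min later, nickel and streptavidin beads were added and left 90 min prior to AlphaScreen measurement.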
L3MBTL1 inh = blocks human L3MBTL1; 0.66% of 230,000 active; AlphaScreen L3MBTL1–H3K9me1 peptide binding; Potency, µM (highest dose often 57.1 µM), inactives show at the top dose activity, negative = inhibition, usual class: inhibitors; Q9Y468; note: potency is the fitted concentration of half-maximal effect; % is set by controls: 0 for no effect and ±100 for the full control effect; nearly all actives have a fitted effect of over 60% in size
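L3MBTL1 50 nM + b-AHA-H3(1-15)K9me1 75 nM, 30 min RT; compound added, 30 min RT; streptavidin donor/Ni-chelate acceptor beads 10 ug/mL each final, 30 min RT dark; AlphaScreen read.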
KinaseGlo FLuc = Kinase-Glo luciferase inhibition (counter-screen). 0.28% of 200,000 active. Q27757. Kinase-Glo luciferase, ATP luminescence, 8 min. AID 1379. Potency, µM (titrated, usually from 38.3 µM), inactives show top-dose activity change, negative = inhibition, usual class: inhibitors; note: potency is the fitted concentration of half-maximal effect; % is set by controls: 0 for no effect and ±100 for the full control effect; nearly all actives have a fitted effect of over 60% in size
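Luminescence was the read-out, taken after 8-minute incubation at ambient temperature. Luciferase turned over luciferin with 10 uM ATP in imidazole pH 7.2 buffer containing KCl, MgCl2, Tween 20 and BSA.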
Epigenetic reg = derepresses silenced GFP reporter in murine cells. murine LDR cells, GFP reporter derepression, 30 h. Potency, µM (top dose mostly 53.9 µM), without a hit: top-dose GFP activation, hits mostly activators. 0.2% of 280,000 active. AID 1865; note: potency is the fitted concentration of half-maximal effect; % of control where 0% means no effect; nearly all actives have a fitted effect of over 60% in size
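Readout is the number of GFP-expressing murine LDR cells, counted by cytometry following washing. Cells were treated with compound for 30 h at 37 C; the stably integrated CMV-GFP locus is normally silent.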
IMPase Li inh = IMPase inhibition in cells with lithium potentiation | CHO-M1 cells, IP1 TR-FRET (IP-One), carbachol + lithium | Potency, µM (doses to about 59.4 µM), without a hit: top-dose activity, negative = IMPase inhibition, most hits filed as inhibitors | 0.35% of 210,000 active | AID 1457;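 note: IP1 builds up when IMPase is blocked and the TR-FRET signal falls; potency is the fitted concentration of half-maximal effect; plate controls were basal vehicle for no effect and high inhibitor control for full effect; nearly all actives have a fitted effect of over 50% in size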
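Lithium-sensitised IP1 accumulation assay; M1-expressing CHO cells treated 30 min at 37C with compound. Competitive antibody detection by time-resolved FRET followed a 10 min room-temperature lysis step.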
Active calls of the source: *; ? = inconclusive; / = no result given; & = joins results of further samples; [ ] = remark or other dose. Calls come from the whole dose curve; as a rule, active = well fitted curve in the direction sought with a large enough effect; inconclusive = small, poorly fitted or top-dose-only effect, or another doubt; inactive = no such curve, though single readings can be large; an effect the other way counts as inactive or inconclusive. An excerpt; rates above refer to the full screens.

entry	smiles	IMPase Li inh	NPSR antag	HttQ103 aggreg	Epigenetic reg	CBFb RUNX1 block	KinaseGlo FLuc	L3MBTL1 inh
1	CCN(CC)c1ccc(CNc2nc3ccccc3n2CCN2CCCCC2)cc1	21%	?	?	-0.1%	-29%	3%	-10%[11.4 µM]
2	Cc1cc(SCC(=O)Nc2cccc(S(=O)(=O)NC3=NCCCCC3)c2)c(C)cc1Br	10%	-19%	-18%	1.1%	-11%	-5%	-14%
3	CCOC(=O)c1cnc(N2CCN(C(=O)OCC)CC2)[nH]c1=O	6%	-8%	12%	3.6%	2%	/	/
4	O=C(c1ccco1)N1N=C(c2cccs2)CC1c1ccc(F)cc1 (stereo unspecified)	30%[38.3 µM]	-30%[46.1 µM]	-30%	2.7%	-3%	-2%	/
5	C=C(C)Cn1c(=O)c2c(nc3n2CCN3c2cccc(Cl)c2C)n(C)c1=O	-3%[38.3 µM]	-20%[46.1 µM]	4%[9.22 µM]	-0.4%	-1%	-4%	-1%
6	CC1C=CCC2C(=O)N(c3ccccc3OC(=O)c3cccs3)C(=O)C12 (stereo unspecified)	2%	1%	5%	-4.5%	1%	-2%	0%
7	CCN1CCN(S(=O)(=O)c2ccc3[nH]c(=O)oc3c2)CC1	-2%[38.3 µM]	-18%[46.1 µM]	6%	-0.8%	-4%	4%	/
8	O=C1CCC(C(=O)Nc2ccc(OC(F)F)cc2)N1 (stereo unspecified)	5%[38.3 µM]	8%[46.1 µM]	0%	-4.3%	5%	6%	3%
9	NCCCCC(=O)O	5%&4%	?	/	4.9%&-1.3%	3%&1%	0%&0%	5%
10	COc1ccc(-c2occ(C(=O)O)c2C(=O)O)cc1	?	-7%[46.1 µM]	21%	5.2%	0%	8%	/
11	COc1ccc(-c2nc(-n3c(C)c(C(C)=O)c(C(C)=O)c3C)sc2C)cc1OC	28%[38.3 µM]	-14%[46.1 µM]	15%	-1.0%	-2%	2%	/
12	Cc1cccc(N2CCN(CC(=O)NCC3CCCCC3)CC2)c1C	5%[38.3 µM]	-27%[46.1 µM]	-31%	1.1%	0%	-3%	-4%
13	COc1cc(/C=N/O)cc(Br)c1OC	0%	15%	1%	0.0%	0%	1%	3%
14	CC(C)C[C@H](NC(=O)NCc1ccccc1Cl)C(=O)O	-1%[38.3 µM]	-12%[46.1 µM]	6%	0.0%	5%	13%	11%
15	Fc1cccc(F)c1-n1c(CN2CCCC2)csc1=S	0%	-3%	5%	1.3%	1%	9%	-13%
16	CCOC(=O)C(=O)NC(C)c1ccccc1 (stereo unspecified)	17%	10%	5%	0.1%	-9%	2%	14%
17	COc1ccc(CN(CC2CCCO2)S(=O)(=O)c2ccc(C(=O)O)cc2)cc1OC (stereo unspecified)	2%[38.3 µM]	10%[46.1 µM]	-5%	0.0%	5%	-2%	6%
18	O=C(O)c1ccccc1C(=O)Nc1ccc(Oc2ccc3ccccc3c2)cc1	-2%	-10%	-14%[9.22 µM]	-0.2%	-14%	-4%	?
19	CN1CCN(Cc2nc(Cc3ccccc3)no2)CC1c1ccccc1 (stereo unspecified)	0%	-4%	10%[9.22 µM]	-1.2%	6%	/	-10%
20	COc1cc(-c2nc(-c3cccnc3)no2)cc(OC)c1OC	9%	9%	-13%	0.0%	-7%	-1%	0%
21	O=C(CNCc1cccs1)Nc1ccc(S(=O)(=O)N2CCCCC2)cc1	11%	-24%	7%	-0.2%	-3%	2%	-1%
22	COc1ccccc1-c1nn2c(=O)cc(C)nc2s1	20%[38.3 µM]	0%[46.1 µM]	-2%	5.8%	5%	-13%	/
23	Cc1nc(-c2ccccc2)c(-c2ccccc2)[nH]1	3%	3%	-23%	-1.0%	-15%	1%	1%[11.4 µM]
24	O=C(N/N=C/c1ccc[nH]1)c1ccc(Cl)cc1	-3%	0%	-1%	-5.0%	2%	-4%	-10%

4 compounds already listed, arranged by the number in L3MBTL1 inh, largest number first:
| entry | mol | L3MBTL1 inh |
| --- | --- | --- |
| 16 | CCOC(=O)C(=O)NC(C)c1ccccc1 (stereo unspecified) | 14% |
| 17 | COc1ccc(CN(CC2CCCO2)S(=O)(=O)c2ccc(C(=O)O)cc2)cc1OC (stereo unspecified) | 6% |
| 6 | CC1C=CCC2C(=O)N(c3ccccc3OC(=O)c3cccs3)C(=O)C12 (stereo unspecified) | 0% |
| 21 | O=C(CNCc1cccs1)Nc1ccc(S(=O)(=O)N2CCCCC2)cc1 | -1% |

Returning to the listing, repeating the 3 entries before the break.
entry	smiles	IMPase Li inh	NPSR antag	HttQ103 aggreg	Epigenetic reg	CBFb RUNX1 block	KinaseGlo FLuc	L3MBTL1 inh
22	COc1ccccc1-c1nn2c(=O)cc(C)nc2s1	20%[38.3 µM]	0%[46.1 µM]	-2%	5.8%	5%	-13%	/
23	Cc1nc(-c2ccccc2)c(-c2ccccc2)[nH]1	3%	3%	-23%	-1.0%	-15%	1%	1%[11.4 µM]
24	O=C(N/N=C/c1ccc[nH]1)c1ccc(Cl)cc1	-3%	0%	-1%	-5.0%	2%	-4%	-10%
25	CN1C(=O)N(C)C2(c3ccccc3)N(C(C)(C)C)C(=O)NC12c1ccccc1 (stereo unspecified)	3%	3%	0%	0.1%	16%	6%	-3%
26	O=C(NCc1cccnc1)c1csc2c1CCCC2	2%	13%	10%	-0.1%	-13%	-2%	-4%
27	COc1ccc(C2N(C(=O)c3ccccc3)CCN2C(=O)c2ccc(C)cc2)cc1 (stereo unspecified)	3%[38.3 µM]	-15%[46.1 µM]	7%	-4.4%	1%	-6%	/
28	Cc1occc1C(=O)Nc1cccc([N+](=O)[O-])c1	-2%	11%	-1%	-3.8%	6%	2%	-1%
29	O=C(COc1ncnc2scc(-c3ccc(F)cc3)c12)NCc1ccco1	-15%[38.3 µM]	-14%[46.1 µM]	23%	-1.4%	-1%	3%	/
30	O=C1NC(=O)C2C1C(c1cccs1)NN2Cc1ccccc1 (stereo unspecified)	1%	3%	16%	-1.5%	-1%	0%	9%
31	Cc1ccc(S(=O)(=O)N2CCc3nc(COc4ccccc4)c4c(c3C2)CO[C@@H](C)C4)cc1	0%	/	/	/	0%[13.1 µM]	-3%[7.66 µM]	/
32	COCCOc1ccc(C(F)(F)F)cc1NC(=O)c1ccccc1F	-5%	0%	1%	-1.0%	9%	2%	5%
33	COc1ccc(/C(N)=N/OC(=O)Cc2ccccc2OC)cc1	5%[38.3 µM]	-10%[46.1 µM]	-9%	3.2%	?	1%	38%[activator]
34	CCSc1nc2ccccc2n1CC(=O)O	4%	1%	4%[9.22 µM]	0.0%	2%	-1%	5%
35	O=C(NCC1CCN(C(=O)c2ccc([N+](=O)[O-])cc2)CC1)C(=O)Nc1ccccc1	5%	-3%	-6%	2.5%	0%	2%	/
36	CCn1c(=N)n(CC(=O)C(C)(C)C)c2ccccc21	54%[activator][38.3 µM]	-5%[46.1 µM]	-14%	1.6%	-8%	-1%	/
37	CCCCC(=O)Nc1ccc(NC(=S)NC(=O)CC(C)C)cc1OC	-3%	15%	-5%	-2.0%	-10%	10%	?
38	O=C(CSc1nc2ccccc2s1)NCc1ccc2c(c1)OCO2	2%	8%	-6%	1.5%	6%	-1%	1%
39	CN1CCN(c2ccc([N+](=O)[O-])cc2C(=O)N2CCCCC2)CC1	-3%	8%	-11%	7.1%	1%	-1%	6%
40	Cc1ccc(O)c(NC(=O)c2ccco2)c1	15%[38.3 µM]	-2%[46.1 µM]	-4%	-1.1%	0%	-24%	-7%
41	COCC1CCN(Cc2nc(COc3ccccc3)no2)C1 (stereo unspecified)	-6%	-1%	-14%[9.22 µM]	0.0%	1%	0%	40%[activator]
42	CCc1cccc(C)c1NC(=O)C1=C(C(=O)O)CCCC1	-11%[38.3 µM]	0%[46.1 µM]	42%	-0.1%	0%	-1%	-2%
43	Cc1ccc(N2C(=O)CC(Sc3ncccc3C(=O)O)C2=O)cc1 (stereo unspecified)	2%	17%	8%	3.3%	9%	2%	7%[11.4 µM]
44	CC(C(=O)NCc1ccccc1)N1C(=O)CN(C)C(=O)c2ccccc21 (stereo unspecified)	2%[38.3 µM]	-1%[46.1 µM]	11%	-7.8%	0%	-1%	1%
45	C=CCNC(=O)c1ccc(-c2nc(-c3ccc(Cl)c(Cl)c3)cs2)cc1	7%[38.3 µM]	?	4%	0.0%	1%	3%	2%
46	Cc1c(C(=O)OC(C)CCN(C)C)oc2ccccc12 (stereo unspecified)	26%[38.3 µM]	17%[46.1 µM]	0%	3.0%	3%	2%	-4%
47	O=C(CSc1nnc(-c2ccc(Cl)cc2)n1Cc1ccco1)Nc1ccc2c(c1)OCCO2	5%[38.3 µM]	-25%[46.1 µM]	10%	0.8%	-8%	6%	-28%
48	CC(C)(C)C(=O)Cn1c(=N)n(Cc2ccccc2Cl)c2ccccc21	28%[38.3 µM]	0%[46.1 µM]	2%	-0.2%	-3%	14%	/
49	Cc1ccc(S(=O)(=O)N(C)C)cc1NC(=O)c1ccc2ccccc2n1	/	19%	35%[9.22 µM]	17%	8%	/	-2%
50	CCc1ccccc1N1CCN(S(=O)(=O)c2ccc(F)c(C)c2)CC1	47%[activator][38.3 µM]	?	-30%	-1.0%	8%	-1%	/
51	CN1CCN(C(=S)c2cn(CCOc3ccccc3)c3ccccc23)CC1	-1%	-33%	3%	2.5%	-21%	0%	/
52	Cc1ccc(Oc2ccccc2)c(NC=O)c1	-4%[38.3 µM]	-5%[7.67 µM]	-9%	-2.4%	-4%	12%	8%
53	CCCCCCCC/C=C\CCCCCCCC(=O)NCCCC(=O)O	2%	/	/	-1.1%	7%	0%	/
54	COC(=O)C1(CO)NC(c2cccs2)C2C(=O)N(c3ccccc3)C(=O)C21 (stereo unspecified)	0%[38.3 µM]	-13%[46.1 µM]	-7%	0.8%	-2%	14%	8%
